# Mtb BioA inh – M. tuberculosis BioA enzyme inhibitors, primary screen, biochemical, plate reader, single point, HTS | 7,8-diaminopelargonic acid synthase BioA (Mycobacterium tuberculosis) | purified M. tuberculosis BioA enzyme | inhibition, % at 9.99 µM | actives 0.096% (n = 360,000); in the data active = inhibition above about 40%
# An asterisk follows results filed as active. This is a subset (hit frequency here may not be typical).
SMILES,Mtb BioA inh
CN(C)C(=O)c1ccc(-c2ccc([C@@H]3[C@H]4CN(C(=O)C5CCC5)CCCCN4[C@H]3CO)cc2)cc1,2.6
CO[C@H]1CN(C)C(=O)c2ccc(NC(C)=O)cc2OC[C@@H](C)N(CCc2ccccc2)C[C@@H]1C,5.8
CC(C)CC#Cc1ccc2c(c1)O[C@@H](CN(C)C(=O)Cc1ccccc1)[C@H](C)CN([C@H](C)CO)S2(=O)=O,-1.5
Cc1ccc(S(=O)(=O)N(C)C[C@H]2OCCCC[C@@H](C)Oc3ccc(NC(=O)c4ccccc4)cc3C(=O)N([C@@H](C)CO)C[C@H]2C)cc1,-2.6
CCCNC(=O)N1C[C@H](O)COC[C@@H]2O[C@@H](CC(=O)NCc3ccncn3)CC[C@H]21,1.2
Cc1noc(C)c1NC(=O)N[C@@H]1C=C[C@H](CC(=O)NCCCN(C)C)O[C@H]1CO,-1.3
C[C@@H]1CN([C@H](C)CO)C(=O)c2cc(-c3ccccc3F)cnc2O[C@@H]1CN(C)C(=O)C1CCC1,-0.5
CCCNC(=O)C[C@@H]1CC[C@H]2[C@H](COc3ccc(NC(=O)Nc4c(C)noc4C)cc3C(=O)N2C)O1,-3.9
CCCc1cn(CC[C@@H]2CC[C@@H](NC(=O)C3CCCCC3)[C@@H](CO)O2)nn1,4.2
COc1cccc(NC(=O)N(C)C[C@@H]2Oc3ncc(/C=C/c4ccccc4)cc3C(=O)N([C@H](C)CO)C[C@@H]2C)c1,-1.9
C[C@H]1CN([C@@H](C)CO)C(=O)Cc2cc(NC(=O)Nc3cccc4ccccc34)ccc2O[C@H]1CN(C)Cc1ccc(C(=O)O)cc1,-1.2
O=C1O[C@@H](c2ccccc2)[C@@H](c2ccccc2)N2[C@@H](c3ccc(OCCO)cc3)[C@]3(C(=O)Nc4ccc(C#CC5=CCCCC5)cc43)[C@@H](C(=O)N3CCN(c4ncccn4)CC3)[C@H]12,-1.9
CO[C@H](CN(C)C(=O)Nc1ccc(C(F)(F)F)cc1)[C@H](C)CN(Cc1ccccc1Cl)[C@@H](C)CO,-0.7
C[C@H](O)C#Cc1ccc2c(c1)O[C@@H](CN(C)Cc1ccccc1)[C@H](C)CN([C@H](C)CO)S2(=O)=O,1.8
C[C@H](CO)N1C[C@H](C)[C@@H](CN(C)Cc2ccccc2)Oc2ncc(-c3cncnc3)cc2C1=O,-2.1
C[C@H]1CN([C@@H](C)CO)C(=O)Cc2cc(NC(=O)C3CC3)ccc2O[C@H]1CN(C)Cc1ccccc1,3.2
CC(C)C#Cc1ccc2c(c1)O[C@H](CN(C)Cc1cncnc1)[C@H](C)CN([C@@H](C)CO)S2(=O)=O,3.1
COCC#Cc1cnc2c(c1)C(=O)N([C@@H](C)CO)C[C@@H](C)[C@H](CN(C)C)O2,-3.8
CCNC(=O)C[C@@H]1CC[C@@H]2[C@H](COC[C@H](O)CN2C(=O)C2CC2)O1,0.2
CO[C@H]1CN(C)C(=O)c2cc(NC(C)=O)ccc2OC[C@@H](C)N(Cc2nccs2)C[C@@H]1C,-2.4
COc1ccccc1-c1cnc2c(c1)C(=O)N([C@@H](C)CO)C[C@H](C)[C@H](CN(C)Cc1ccc(F)cc1)O2,0.6
C[C@H](CO)N1C[C@H](C)[C@H](CN(C)C(=O)Nc2ccc(F)cc2)Oc2c(NC(=O)C3CC3)cccc2C1=O,-6.5
C[C@H]1CN([C@@H](C)CO)S(=O)(=O)c2ccc(C3=CCCC3)cc2O[C@H]1CN(C)C(=O)C1CCC1,3.2
Cc1noc(C)c1NC(=O)N(C)C[C@@H]1Oc2c(NC(=O)C3CC3)cccc2C(=O)N([C@@H](C)CO)C[C@@H]1C,17.8
COc1cccc(C(=O)Nc2ccc3c(c2)OC[C@H](C)NC[C@@H](C)[C@H](OC)CN(C)C3=O)c1,1.5
C[C@@H]1CN([C@H](C)CO)C(=O)c2cccc(NC(=O)C3CCOCC3)c2O[C@@H]1CN(C)Cc1ccc(Oc2ccccc2)cc1,-1.9
O=C(C[C@@H]1C=C[C@@H](NC(=O)C2CCC2)[C@@H](CO)O1)NC1CCC1,-0.2
O=C(Cc1ccccn1)NCC[C@H]1CC[C@@H](NS(=O)(=O)c2ccc(F)cc2)[C@H](CO)O1,-2.2
CCC(=O)N1C[C@H]2[C@@H](c3ccccc31)[C@@H](CO)N2C(=O)CC1CC1,1.0
Cc1ccccc1S(=O)(=O)N1C[C@@H](O)COC[C@H]2O[C@H](CC(=O)N3CCN(C)CC3)CC[C@@H]21,2.2
C[C@@H]1CN([C@H](C)CO)C(=O)c2cc(NS(=O)(=O)c3cccs3)ccc2O[C@@H](C)CCCCO[C@@H]1CN(C)C(=O)c1ccncc1,0.6
CCC(=O)Nc1ccc2c(c1)OC[C@H](C)N(Cc1ccccc1OC)C[C@@H](C)[C@H](OC)CN(C)C2=O,1.0
C[C@@H]1CCCCO[C@@H](CN(C)S(=O)(=O)c2cccs2)[C@H](C)CN([C@@H](C)CO)C(=O)c2cc(NC(=O)Cc3ccccc3)ccc2O1,-1.4
COc1ccc(NC(=O)Nc2ccc3c(c2)[C@@H]2C[C@H](CC(=O)N(C)C)O[C@H](CO)[C@@H]2O3)cc1,-0.5
O=C(C[C@@H]1CC[C@@H](NC(=O)c2ccccc2)[C@H](CO)O1)NCc1ccc(Oc2ccccc2)cc1,-2.3
COc1ccc(NC(=O)N(C)C[C@H]2Oc3c(NC(=O)Nc4ccccc4)cccc3C(=O)N([C@@H](C)CO)C[C@@H]2C)cc1,1.3
CN1CCN(C(=O)C[C@H]2CC[C@@H]3[C@H](COC[C@@H](O)CN3C(=O)C3CCOCC3)O2)CC1,-1.9
C[C@@H]1CN([C@H](C)CO)C(=O)c2cc(NC(=O)Nc3ccc(C(F)(F)F)cc3)ccc2O[C@H]1CN(C)Cc1ccncc1,3.8
COc1ccc(C#Cc2ccc3c(c2)[C@]2(C(=O)N3)[C@H](c3ccc(OCCO)cc3)N3[C@H](c4ccccc4)[C@H](c4ccccc4)OC(=O)[C@H]3[C@@H]2C(=O)N2CCCCCCC2)cc1,-5.4
CN(C)C(=O)C[C@H]1CC[C@@H]2[C@H](COC[C@H](O)CN2S(=O)(=O)c2ccccc2Cl)O1,-1.3
C[C@H](CO)N1C[C@H](C)[C@H](CN(C)S(=O)(=O)c2ccc(Cl)cc2)OCCCC[C@H](C)Oc2ccc(NC(=O)C3CCCCC3)cc2C1=O,-1.4
C[C@H](CO)N1C[C@H](C)[C@H](CN(C)Cc2ccncc2)Oc2c(NC(=O)C3CCOCC3)cccc2C1=O,0.7
COc1ccc(S(=O)(=O)N(C)C[C@H]2Oc3c(NS(=O)(=O)c4ccc(F)cc4)cccc3C(=O)N([C@@H](C)CO)C[C@H]2C)cc1,-4.8
O=C(C[C@@H]1C=C[C@@H](NC(=O)c2cnccn2)[C@@H](CO)O1)NCc1ccccc1F,-2.3
CNC[C@H]1Oc2ccc(N(C)C)cc2CC(=O)N([C@H](C)CO)C[C@@H]1C,-1.2
O=C(Nc1ccccc1F)N1CCCCN2[C@H](C1)[C@H](c1ccc(/C=C/c3ccccc3)cc1)[C@@H]2CO,0.7
COc1ccc(C(=O)Nc2ccc3c(c2)C(=O)N(C)[C@H]2CC[C@H](CC(=O)NCC4CC4)O[C@@H]2CO3)cc1,0.6
CC(C)NC(=O)N(C)C[C@H]1Oc2ccc(NC(=O)Nc3ccc(F)cc3)cc2CC(=O)N([C@H](C)CO)C[C@H]1C,-2.6
C[C@@H]1CN([C@H](C)CO)C(=O)c2cccc(NC(=O)c3nc4ccccc4s3)c2O[C@H]1CN(C)Cc1ccc(Cl)c(Cl)c1,0.5
COc1ccc(S(=O)(=O)N(C)C[C@@H]2Oc3c(NS(=O)(=O)c4c(C)noc4C)cccc3C(=O)N([C@@H](C)CO)C[C@@H]2C)cc1,1.7
# Next section
SMILES,Mtb BioA inh
COCC(=O)N1C[C@H](C)[C@@H](OC)CN(C)C(=O)c2cc(NC(=O)NC(C)C)ccc2OC[C@@H]1C,0.0
C/C=C/c1ccc2c(c1)O[C@@H](CN(C)C(=O)CC)[C@@H](C)CN([C@H](C)CO)S2(=O)=O,6.5
C[C@@H]1CN([C@H](C)CO)C(=O)c2cc(NC(=O)CCC(F)(F)F)ccc2O[C@@H]1CN(C)CC1CCCCC1,-1.5
N#Cc1cccc(-c2ccc([C@@H]3[C@H]4CN(C(=O)Nc5ccc(F)cc5)CCCCN4[C@H]3CO)cc2)c1,0.6
O=C(C[C@@H]1CC[C@H](NC(=O)Nc2ccc(C(F)(F)F)cc2)[C@H](CO)O1)NCc1cc(F)cc(F)c1,3.4
C[C@H](CO)N1C[C@H](C)[C@H](CN(C)S(C)(=O)=O)Oc2ccc(NC(=O)Nc3ccc(C(F)(F)F)cc3)cc2C1=O,3.4
C[C@@H]1CN([C@H](C)CO)C(=O)c2cc(NS(=O)(=O)c3cn(C)cn3)ccc2O[C@H]1CN(C)S(C)(=O)=O,-2.9
C[C@H](NC(=O)C[C@@H]1CC[C@H](NS(=O)(=O)c2cccc(F)c2)[C@@H](CO)O1)c1ccccc1,-1.0
CN(C)C(=O)c1cccc(-c2cccc(-c3nc(C(=O)NC4CCCCC4)cc4c3[C@@H](CCO)N([S@](=O)C(C)(C)C)C4)c2)c1,3.3
CCCNC(=O)Nc1ccc2c(c1)OC[C@@H](C)NC[C@H](C)[C@H](OC)CN(C)C2=O,-0.9

# Another view of some results above:
smiles	Mtb BioA inh
COc1ccc(S(=O)(=O)N(C)C[C@@H]2Oc3c(NS(=O)(=O)c4c(C)noc4C)cccc3C(=O)N([C@@H](C)CO)C[C@@H]2C)cc1	1.7
COCC(=O)N1C[C@H](C)[C@@H](OC)CN(C)C(=O)c2cc(NC(=O)NC(C)C)ccc2OC[C@@H]1C	0.0
C/C=C/c1ccc2c(c1)O[C@@H](CN(C)C(=O)CC)[C@@H](C)CN([C@H](C)CO)S2(=O)=O	6.5
C[C@@H]1CN([C@H](C)CO)C(=O)c2cc(NC(=O)CCC(F)(F)F)ccc2O[C@@H]1CN(C)CC1CCCCC1	-1.5
N#Cc1cccc(-c2ccc([C@@H]3[C@H]4CN(C(=O)Nc5ccc(F)cc5)CCCCN4[C@H]3CO)cc2)c1	0.6
O=C(C[C@@H]1CC[C@H](NC(=O)Nc2ccc(C(F)(F)F)cc2)[C@H](CO)O1)NCc1cc(F)cc(F)c1	3.4
C[C@H](CO)N1C[C@H](C)[C@H](CN(C)S(C)(=O)=O)Oc2ccc(NC(=O)Nc3ccc(C(F)(F)F)cc3)cc2C1=O	3.4
C[C@@H]1CN([C@H](C)CO)C(=O)c2cc(NS(=O)(=O)c3cn(C)cn3)ccc2O[C@H]1CN(C)S(C)(=O)=O	-2.9
C[C@H](NC(=O)C[C@@H]1CC[C@H](NS(=O)(=O)c2cccc(F)c2)[C@@H](CO)O1)c1ccccc1	-1.0
CN(C)C(=O)c1cccc(-c2cccc(-c3nc(C(=O)NC4CCCCC4)cc4c3[C@@H](CCO)N([S@](=O)C(C)(C)C)C4)c2)c1	3.3
CCCNC(=O)Nc1ccc2c(c1)OC[C@@H](C)NC[C@H](C)[C@H](OC)CN(C)C2=O	-0.9

# Next section
SMILES,Mtb BioA inh
C[C@H](CO)N1C[C@H](C)[C@H](CN(C)C(=O)C2CC2)Oc2ncc(-c3cccnc3)cc2C1=O,4.4
CCCNC(=O)Nc1ccc2c(c1)C(=O)N(C)C[C@@H](OC)[C@@H](C)CN(Cc1ccncc1)[C@H](C)CO2,-0.3
O=C(C[C@H]1CC[C@@H]2[C@H](COC[C@H](O)CN2CCC(F)(F)F)O1)NCC1CCCCC1,-1.1
C[C@@H]1CN([C@@H](C)CO)C(=O)c2cccc(NC(=O)Nc3ccc4c(c3)OCO4)c2O[C@H]1CN(C)S(=O)(=O)c1ccc(Cl)cc1,-1.2
C[C@H]1CN([C@@H](C)CO)C(=O)c2cc(NC(=O)CCN3CCOCC3)ccc2O[C@H]1CN(C)Cc1ccc(C(F)(F)F)cc1,-1.4
CCC(=O)Nc1ccc2c(c1)C(=O)N(C)C[C@@H](OC)[C@@H](C)CN(C(=O)c1ccc(F)cc1)[C@H](C)CO2,0.2
C[C@@H]1CCCCO[C@H](CN(C)S(=O)(=O)c2ccc(F)cc2)[C@H](C)CN([C@@H](C)CO)C(=O)c2cc(NC(=O)C3CCCCC3)ccc2O1,-1.1
CCCNC(=O)NC[C@H]1[C@H](c2ccc(C3=CCCC3)cc2)[C@H](CO)N1C(=O)CC,-2.1
Cc1ccc(S(=O)(=O)N(C)C[C@@H]2OCCCC[C@@H](C)Oc3ccc(NC(=O)Nc4ccc(C(F)(F)F)cc4)cc3C(=O)N([C@@H](C)CO)C[C@H]2C)cc1,-2.3
Cc1ccc(S(=O)(=O)NCC[C@@H]2CC[C@@H](NC(=O)NC(C)C)[C@H](CO)O2)cc1,-2.6
CN1C(=O)c2cc(NC(=O)c3cccs3)ccc2OC[C@H]2O[C@@H](CC(=O)NCCN3CCCCC3)CC[C@@H]21,-5.3
COc1ccc(S(=O)(=O)Nc2ccc3c(c2)C(=O)N([C@@H](C)CO)C[C@H](C)[C@H](CN(C)C(=O)NC2CCCCC2)O3)cc1,0.3
Cc1ccc(S(=O)(=O)N(C)C[C@@H]2OCCCC[C@H](C)Oc3ccc(NC(=O)Nc4ccccc4)cc3C(=O)N([C@@H](C)CO)C[C@@H]2C)cc1,-2.7
O=C(C[C@@H]1CC[C@@H](NC(=O)Nc2cccc(F)c2)[C@H](CO)O1)NCC1CCCCC1,3.8
COCC(=O)N(C)C[C@H]1[C@H](c2ccc(-c3cccnc3)cc2)[C@H](CO)N1C(C)=O,-2.4
C[C@H](NC(=O)[C@H]1[C@H](CO)[C@H]2Cn3c(cccc3=O)[C@H]2N1CC1CCCC1)c1ccccc1,-1.6
Cc1noc(C)c1NC(=O)N(C)C[C@H]1OCCCC[C@@H](C)Oc2ccc(NS(=O)(=O)c3cn(C)cn3)cc2C(=O)N([C@@H](C)CO)C[C@@H]1C,3.3
CO[C@@H]1CN(C)C(=O)c2ccc(N)cc2OC[C@@H](C)NC[C@H]1C,-1.9
CO[C@@H]1CN(C)C(=O)c2cc(NC(=O)NC(C)C)ccc2OC[C@H](C)N(C(=O)NC(C)C)C[C@H]1C,-2.7
C[C@@H]1CN([C@H](C)CO)C(=O)Cc2cc(NC(=O)Nc3ccccc3)ccc2O[C@@H]1CN(C)C(=O)NC1CCCCC1,0.3
COc1cccc(S(=O)(=O)N[C@H]2CC[C@@H](CC(=O)NCc3ccc(F)cc3)O[C@H]2CO)c1,-0.4

# High-throughput results from PubChem.
